Screening data deposited in PubChem BioAssay by Broad Institute.
IDE exosite FP = displaces the probe from the exo-site of human IDE; z-score at 20 µM; 17,000 compounds, 6.3% hits; P14735; purified IDE, FL-6b probe fluorescence polarization; stronger effect = lower value; AID 1259349;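 active = z-score of -3 or lower, meaning strong loss of probe binding signal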;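 note: His-tagged human IDE residues 42-1019 made in E. coli with 30 nM FL-6b probe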
Target sequence (P14735 42-1019 limits assumed): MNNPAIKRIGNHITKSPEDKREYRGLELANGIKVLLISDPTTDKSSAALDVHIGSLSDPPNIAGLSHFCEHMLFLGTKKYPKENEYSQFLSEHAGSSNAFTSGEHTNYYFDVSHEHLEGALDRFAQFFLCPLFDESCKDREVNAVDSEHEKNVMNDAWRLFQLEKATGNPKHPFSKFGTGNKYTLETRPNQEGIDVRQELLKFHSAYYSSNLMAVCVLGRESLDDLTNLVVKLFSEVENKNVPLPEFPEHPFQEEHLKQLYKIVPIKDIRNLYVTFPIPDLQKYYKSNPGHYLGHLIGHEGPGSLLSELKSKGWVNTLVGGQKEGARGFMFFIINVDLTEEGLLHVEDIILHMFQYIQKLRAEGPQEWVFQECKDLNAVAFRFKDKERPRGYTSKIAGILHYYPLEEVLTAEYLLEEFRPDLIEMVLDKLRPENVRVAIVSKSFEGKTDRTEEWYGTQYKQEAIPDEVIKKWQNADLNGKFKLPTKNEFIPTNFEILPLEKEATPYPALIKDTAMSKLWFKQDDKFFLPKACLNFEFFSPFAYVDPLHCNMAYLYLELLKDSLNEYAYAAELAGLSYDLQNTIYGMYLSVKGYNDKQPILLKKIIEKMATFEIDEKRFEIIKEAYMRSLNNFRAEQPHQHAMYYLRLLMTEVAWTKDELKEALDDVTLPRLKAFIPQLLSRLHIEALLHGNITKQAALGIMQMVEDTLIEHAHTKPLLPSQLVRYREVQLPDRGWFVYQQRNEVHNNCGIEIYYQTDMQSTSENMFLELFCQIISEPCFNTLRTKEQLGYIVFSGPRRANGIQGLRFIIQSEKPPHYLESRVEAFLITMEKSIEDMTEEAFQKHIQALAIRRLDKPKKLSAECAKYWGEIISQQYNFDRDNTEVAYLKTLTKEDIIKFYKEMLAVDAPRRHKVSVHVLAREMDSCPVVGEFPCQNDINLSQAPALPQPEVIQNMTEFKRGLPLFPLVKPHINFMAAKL
Active calls of the source: *. Not all compounds are listed; rates above refer to the full screens.

cpd	SMILES	IDE exosite FP
1	O=C(Cc1ccccn1)N1CCCCN2[C@H](CO)[C@@H](c3ccc(Br)cc3)[C@@H]2C1	1.7
2	C/C=C/c1ccc([C@H]2[C@H](CO)N3CCCCN(C(=O)Cc4ccncc4)C[C@@H]23)cc1	1.75
3	C/C=C/c1ccc(C2[C@@H]3CN(S(C)(=O)=O)C[C@H]2N3)cc1 (stereo partly specified)	2.11
4	C[C@H]1CN([C@@H](C)CO)C(=O)CCCn2nncc2CO[C@@H]1CN(C)C(=O)Oc1cccc2ccccc12	-1.56
5	COC(=O)[C@@H]1[C@@H](CO)[C@@H]2Cn3c(cccc3=O)[C@H]1N2CCc1ccccc1	0.952
6	CCCC#Cc1ccc([C@@H]2[C@H]3CN(C(=O)Cc4ccccn4)CCCCN3[C@H]2CO)cc1	-1.7
7	C[C@@H]1CN([C@@H](C)CO)C(=O)CCCn2nncc2CO[C@H]1CN(C)C(=O)Oc1cccc2ccccc12	-1.53
8	COc1ccc(C#Cc2ccc([C@H]3[C@H](CO)N4CCCCN(C(=O)Cc5cccnc5)C[C@@H]34)cc2)cc1	-1.44
9	N#Cc1ccc(-c2ccc([C@@H]3[C@@H](CO)N4CCCCN(C(=O)Cc5ccccc5)C[C@H]34)cc2)cc1	1.07
10	C/C=C/c1ccc(C2[C@@H]3CN(Cc4cncnc4)C[C@H]2N3)cc1 (stereo partly specified)	-0.16
11	N#Cc1cccc(-c2ccc([C@@H]3[C@@H](CO)N4CCCCN(C(=O)Cc5ccccc5)C[C@@H]34)cc2)c1	3.07
12	O=C(O)C[C@H]1CC[C@@H]2NC[C@H](O)COC[C@H]2O1	1.11
13	O=C(Cc1ccccn1)N1CCCCN2[C@@H](CO)[C@H](c3ccc(Br)cc3)[C@@H]2C1	-0.367
14	O=C(Cc1cccnc1)N1CCCCN2[C@@H](CO)[C@H](c3ccc(C#CC4(O)CCCC4)cc3)[C@@H]2C1	1.45
15	O=C(Cc1ccncc1)N1CCCCN2[C@H](C1)[C@@H](c1ccc(C#Cc3ccccc3F)cc1)[C@@H]2CO	-1.78
16	O=C(Cc1ccccn1)N1CCCCN2[C@H](C1)[C@H](c1ccc(-c3ccccc3)cc1)[C@@H]2CO	-2.35
17	O=C(Cc1ccccn1)N1CCCCN2[C@H](C1)[C@H](c1ccc(-c3ccccc3F)cc1)[C@@H]2CO	-1.94
18	O=C1CNC[C@@H]2[C@H](c3ccc(Br)cc3)[C@H](CO)N12	-0.0426
19	N#Cc1cccc(-c2ccc([C@H]3[C@H]4CN(C(=O)Cc5ccncc5)CCCCN4[C@H]3CO)cc2)c1	1.33
20	O=C(Cc1ccccn1)N1CCCCN2[C@H](C1)[C@@H](c1ccc(-c3ccc(F)cc3)cc1)[C@@H]2CO	4.38
21	COc1ccccc1CN1[C@H](CO)[C@H](c2ccccc2)C12CN(C(=O)Cc1ccccc1)C2	-0.299
22	COc1ccc(C#Cc2ccc([C@@H]3[C@@H](CO)N4CCCCN(C(=O)Cc5ccncc5)C[C@@H]34)cc2)cc1	0.348
23	O=C(Cc1ccccn1)N1CCCCN2[C@H](C1)[C@@H](c1ccc(-c3ccccc3F)cc1)[C@@H]2CO	-4.48*
24	O=C(Cc1cccnc1)N1CCCCN2[C@H](C1)[C@H](c1ccc(C#CC3(O)CCCC3)cc1)[C@@H]2CO	-0.687
25	COc1ccc(C#Cc2ccc([C@@H]3[C@@H](CO)N4CCCCN(C(=O)Cc5ccccc5)C[C@H]34)cc2)cc1	2.58
26	COc1ccc(C#Cc2ccc([C@@H]3[C@@H](CO)N4CCCCN(C(=O)Cc5ccccc5)C[C@@H]34)cc2)cc1	1.46
27	OC[C@H]1[C@@H]2c3ccccc3NC[C@@H]2N1Cc1cccnc1	2.43
28	COc1ccc(-c2ccc([C@@H]3[C@H]4CN(C(=O)Cc5ccncc5)CCCCN4[C@H]3CO)cc2)cc1	0.327
29	O=C(Cc1cccnc1)N1CCCCN2[C@H](CO)[C@H](c3ccc(C#CC4CCCC4)cc3)[C@H]2C1	2.37
30	CN1[C@@H](CO)[C@@H]2c3ccccc3NC[C@@H]21	2.56
31	N#Cc1cccc(-c2ccc([C@@H]3[C@@H](CO)N4CCCCN(C(=O)Cc5cccnc5)C[C@@H]34)cc2)c1	2.96
32	O=C(Cc1cccnc1)N1CCCCN2[C@@H](CO)[C@@H](c3ccc(/C=C/c4ccccc4)cc3)[C@@H]2C1	-8.32*
33	CN1c2ccc(Br)cc2[C@H]2NCC[C@H]2[C@H]1CO	2.77
34	O=C(Cc1ccncc1)N1CCCCN2[C@@H](CO)[C@@H](c3ccc(C#Cc4ccccc4F)cc3)[C@@H]2C1	-5.42*
35	CC(C)CC#Cc1ccc([C@H]2[C@@H](CO)N3CCCCN(C(=O)Cc4ccccn4)C[C@H]23)cc1	2.81
36	O=C(O)[C@H]1[C@H](CO)[C@H]2Cn3c(ccc(-c4cccnc4)c3=O)[C@@H]1N2C(=O)Nc1cc(F)ccc1F	1.01
37	O=C(Cc1ccncc1)N1CCCCN2[C@H](CO)[C@@H](c3ccc(C#Cc4ccccc4F)cc3)[C@@H]2C1	-1.19
38	O=C(Cc1ccccn1)N1CCCCN2[C@H](CO)[C@@H](c3ccc(-c4ccc(F)cc4)cc3)[C@@H]2C1	0.0329
39	O=C(Cc1ccncc1)N1CCCCN2[C@H](C1)[C@@H](c1ccc(C#CC3(O)CCCC3)cc1)[C@@H]2CO	1.11
40	O=C([C@H]1N[C@H]2c3cccc(=O)n3C[C@H]2[C@@H]1CO)N1CCCCC1	0.868

The final six compounds of the section above come first, to join the parts:
cpd	SMILES	IDE exosite FP
35	CC(C)CC#Cc1ccc([C@H]2[C@@H](CO)N3CCCCN(C(=O)Cc4ccccn4)C[C@H]23)cc1	2.81
36	O=C(O)[C@H]1[C@H](CO)[C@H]2Cn3c(ccc(-c4cccnc4)c3=O)[C@@H]1N2C(=O)Nc1cc(F)ccc1F	1.01
37	O=C(Cc1ccncc1)N1CCCCN2[C@H](CO)[C@@H](c3ccc(C#Cc4ccccc4F)cc3)[C@@H]2C1	-1.19
38	O=C(Cc1ccccn1)N1CCCCN2[C@H](CO)[C@@H](c3ccc(-c4ccc(F)cc4)cc3)[C@@H]2C1	0.0329
39	O=C(Cc1ccncc1)N1CCCCN2[C@H](C1)[C@@H](c1ccc(C#CC3(O)CCCC3)cc1)[C@@H]2CO	1.11
40	O=C([C@H]1N[C@H]2c3cccc(=O)n3C[C@H]2[C@@H]1CO)N1CCCCC1	0.868
41	C[C@@H]1CN([C@H](C)CO)C(=O)CCCn2nncc2CO[C@H]1CN(C)C(=O)Oc1cccc2ccccc12	0.573
42	C/C=C/c1ccc(C2[C@@H]3CN(Cc4ccccn4)C[C@H]2N3)cc1 (stereo partly specified)	1.1
43	N#Cc1cccc(-c2ccc([C@@H]3[C@@H](CO)N4CCCCN(C(=O)Cc5ccccc5)C[C@H]34)cc2)c1	0.492
44	O=C(Cc1ccccn1)N1CCCCN2[C@H](CO)[C@H](c3ccc(Br)cc3)[C@H]2C1	-0.147
45	COc1ccc(C#Cc2ccc([C@H]3[C@@H](CO)N4CCCCN(C(=O)Cc5ccncc5)C[C@H]34)cc2)cc1	0.967
46	C/C=C/c1ccc(C2[C@@H]3CN(C(=O)c4cnccn4)C[C@H]2N3)cc1 (stereo partly specified)	-0.286
47	CCC(=O)N1[C@@H]2Cn3c(ccc(C4=CCCC4)c3=O)[C@H]1[C@@H](C(=O)OC)[C@@H]2CO	0.868
48	C/C=C/c1ccc([C@@H]2[C@@H](CO)N3CCCCN(C(=O)Cc4cccnc4)C[C@H]23)cc1	1.25
49	O=C(Cc1ccccn1)N1CCCCN2[C@H](C1)[C@H](c1ccc(Br)cc1)[C@@H]2CO	4.45
50	O=C(Cc1ccccn1)N1CCCCN2[C@@H](CO)[C@H](c3ccc(-c4ccccc4F)cc3)[C@@H]2C1	0.00797

Nos. 1–4, reprinted for reference:
cpd	SMILES	IDE exosite FP
1	O=C(Cc1ccccn1)N1CCCCN2[C@H](CO)[C@@H](c3ccc(Br)cc3)[C@@H]2C1	1.7
2	C/C=C/c1ccc([C@H]2[C@H](CO)N3CCCCN(C(=O)Cc4ccncc4)C[C@@H]23)cc1	1.75
3	C/C=C/c1ccc(C2[C@@H]3CN(S(C)(=O)=O)C[C@H]2N3)cc1 (stereo partly specified)	2.11
4	C[C@H]1CN([C@@H](C)CO)C(=O)CCCn2nncc2CO[C@@H]1CN(C)C(=O)Oc1cccc2ccccc12	-1.56

Next entries:
cpd	SMILES	IDE exosite FP
51	O=C(Cc1ccccn1)N1CCCCN2[C@H](CO)[C@@H](c3ccc(-c4ccccc4)cc3)[C@H]2C1	-0.0967
52	O=C(Cc1ccccc1)N1CCCCN2[C@H](CO)[C@@H](c3ccc(C#Cc4ccccc4)cc3)[C@@H]2C1	-1.3
53	O=C(Cc1ccncc1)N1CCCCN2[C@H](CO)[C@H](c3ccc(-c4ccncc4)cc3)[C@@H]2C1	4.75
54	C[C@@H]1CN([C@H](C)CO)C(=O)CCCn2nncc2CO[C@@H]1CN(C)C(=O)Oc1cccc2ccccc12	-0.954
55	O=C(Cc1ccccn1)N1CCCCN2[C@H](CO)[C@@H](c3ccc(-c4ccc(F)cc4)cc3)[C@H]2C1	4.41
